NOD1 NF-kB reporter: NOD1 signaling inhibitors, primary screen, cell-based, luminescence, uHTS (AID 1578) | NOD1-driven NF-kB luciferase reporter cells, luminescence; higher % means a stronger effect | inhibition, % at 4 µM; hits with a dose series show EC50 in µM | 290,000 tested, 1% active; in the data active means inhibition mostly above about 36%, no sharp cut-off; inactive means mostly below about 34%;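 further: HEK-293T reporter cells stimulated with the NOD1 agonist gamma-tri-DAP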
HIV peptide binding: inhibitors of HIV fusion peptide binding, primary screen, biochemical, uHTS, fluorescence dequenching (AID 1986). cell-free peptide binding, fluorescence dequenching, 30 min; higher % means a stronger effect. inhibition, % at 20 µM; hits with a dose series show IC50 in µM. 290,000 tested, 0.3% active; in the data active means inhibition mostly above about 52%, no sharp cut-off; inactive means mostly below about 76%; further: some results filed as inactive read as strong as hits
GPR55 antagonists: GPR55 antagonists blocking LPI-driven arrestin recruitment, primary screen, imaging, U2OS, beta-arrestin-GFP, LPI agonist (AID 2013) | 290,000 tested, 0.13% active | one-dose inhibition, % at 10 µM; IC50 in µM for titrated hits | G-protein coupled receptor 55 (Homo sapiens) | U2OS GPR55 beta-arrestin-GFP translocation imaging, LPI antagonism; higher % means a stronger effect;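 active means spots per cell inhibited over 60%, with over 100 cells counted and total cytoplasm intensity under 500,000; inconclusive means wells with under 100 cells, flagged as likely toxic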;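 further: U2OS cells stably carrying GPR55 and arrestin-GFP stimulated by 5 µM LPI near EC80; imaged beta-arrestin-GFP aggregate spots per cell after agonist stimulation; plate controls were LPI-stimulated DMSO wells for no effect and DMSO wells without LPI for full effect; some results filed as inactive read as strong as hits; confirmed hits need IC50 under 10 µM and bright autofluorescent wells are also inconclusive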
GPR55 beta-arrestin: GPR55 agonists via beta-arrestin recruitment, primary screen, imaging, U2OS cells, beta-arrestin-GFP redistribution (AID 1961); G-protein coupled receptor 55 (Homo sapiens); U2OS GPR55 beta-arrestin-GFP redistribution imaging; higher % means a stronger effect; one-dose activation, % at 10 µM; EC50 in µM for titrated hits; 290,000 tested, 0.048% active;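 active means activation above 40% with more than 50 cells counted in the well; inconclusive means wells holding fewer than 50 cells, flagged as toxic or sparse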;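 further: U2OS osteosarcoma cells stably expressing GPR55 and beta-arrestin-GFP; plate controls were DMSO negative control for no effect and LPI positive control for full effect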
KOR beta-arrestin-1: KOR agonists, beta-arrestin recruitment, primary screen, cell-based, luminescence, uHTS (AID 1777) | KOR beta-arrestin recruitment, luminescence; higher % means a stronger effect | activation, % at 10 µM; hits with a dose series show EC50 in µM | 280,000 tested, 0.02% active; in the data active means activation above about 50%, passing the limit was not always enough; further: a part of the inactive calls stands beside numbers as strong as those of hits
KOR beta-arrestin-2: KOR antagonists, beta-arrestin recruitment, cell-based, luminescence, uHTS (AID 1778); KOR beta-arrestin recruitment, luminescence, antagonist mode; higher % means a stronger effect; inhibition, % at 10 µM; hits with a dose series show IC50 in µM; 290,000 tested, 0.091% active; in the data active means inhibition above about 50%; further: strong numbers were not always called active
Dengue-2 NS5 capping: Dengue-2 NS5 methyltransferase inhibitors, primary screen, biochemical, confirmation dose response (AID 588689). one-dose inhibition, % at 25 µM; IC50 in µM for titrated hits. Dengue-2 NS5 methyltransferase capping enzyme assay, biochemical; higher % means a stronger effect. Genome polyprotein (Dengue virus type 2 (strain 16681-PDK53)). 340,000 tested, 0.3% active; in the data active means a potency from the dose series; inconclusive means inhibition above about 29% without an active follow-up result
GPR35 antagonists: GPR35 antagonists blocking zaprinast-driven arrestin recruitment, primary screen, imaging, U2OS, beta-arrestin-GFP, zaprinast agonist (AID 2058) | U2OS GPR35 beta-arrestin-GFP translocation imaging, zaprinast antagonism; higher % means a stronger effect | inhibition, % at 10 µM; hits with a dose series show IC50 in µM | 290,000 tested, 0.052% active | G-protein coupled receptor 35 (Homo sapiens);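 active means inhibition of at least 50% with at least 30 cells and total cytoplasm GFP at most 10,000,000; inconclusive means under 30 cells or total GFP of 10,000,000 plus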
West Nile virus CPE: West Nile virus antiviral activity, cell-based, CPE readout (AID 1621) | 290,000 tested, 0.02% active | CPE inhibition, % at 10 µM, or IC50 in µM where a hit was titrated | West Nile virus-infected cells, CPE inhibition; higher % means a stronger effect; in the data active means a potency from the dose series; inconclusive means CPE inhibition mostly from about 3.7% at the one dose, without a potency; inactive means the rest, 99 in 100 with CPE inhibition below about 2.2%; further: strong numbers were not always called active
Dengue-2 NS5 capping pilot replicate: also measured in Dengue-2 NS5 capping; calls as there; inhibition, %; measured here: pilot screen replicate inhibition
Starred values were filed as active, the others as inactive; ? = inconclusive; / = no result given; [ ] = another dose, or the depositor's remark. Some of the compounds tested. The share of hits here may be higher or lower than overall.

SMILES	NOD1 NF-kB reporter	HIV peptide binding	GPR55 antagonists	GPR55 beta-arrestin	KOR beta-arrestin-1	KOR beta-arrestin-2	Dengue-2 NS5 capping	GPR35 antagonists	West Nile virus CPE	others
CC(C)(C)c1ccc(C(=O)Nc2nnc(SCC(=O)NCC3CCCO3)s2)cc1 (centres undefined)	17%	1.4%	-2%	-0.1%	3.6%	-23%	-2%	-7%	-1.3%
Cc1nn(-c2ccccc2)c(C)c1C(=O)OCC(=O)N1CCN(S(=O)(=O)c2ccccc2)CC1	-1%	-1.5%	4%	-0.2%	-1.5%	21%	-5%	-3%	0.8%
Cc1ccc(-c2nc3[nH]c(=O)cc(NC(=O)c4cccs4)n3n2)cc1	-2%	22%	-6%	-0.2%	3.0%	-15%	12%	-4%	0.4%
Cc1cc(SCC(=O)N/N=C/c2ccccc2C(=O)O)c(C)cc1Br	-8%	9.9%	4%	-0.1%	-3.1%	-15%	-2%	5%	-0.2%
CCCCCCn1c(=O)[nH]c2nc3cc(N)ccc3nc2c1=O	42%	152%	-2%	-0.3%	-4.3%	-2%	/	29%	-0.3%
CC1Cc2ccccc2N1S(=O)(=O)c1cccc(C(=O)NCCCO)c1 (centres undefined)	22%	7.6%	/	-0.2%	-3.6%	19%	-5%	12%	0.0%
CCOc1nnc(C)c2c(C)n(-c3cccc(Cl)c3)nc12	2%	49%	4%	-0.2%	-0.7%	-6%	-62%	-2%	-0.2%
Cc1cccc(CC(=O)Nc2ccc(C(=O)N3CCCCC3)cc2)c1	-31%	-0.3%	14%	-0.1%	-1.8%	0%	-13%	-4%	0.6%
COc1cccc(NC(=O)NCCN2CCCCC2)c1	4%	1.9%	2%	0.2%	-0.8%	-51%[20 µM]	-4%	4%	-0.7%	Dengue-2 NS5 capping pilot replicate=-1.2
O=C(N/N=C/c1ccncc1)c1cc([N+](=O)[O-])cc([N+](=O)[O-])c1O	1%	50%	2%	0.0%	1.1%	9%	12%	-2%	/
Cc1ccc(S(=O)(=O)Nc2cc(C(C)C)c(O)cc2C)cc1	30%	9.8%	-8%	0.0%	2.5%	-9%	-5%	-12%	1.4%	Dengue-2 NS5 capping pilot replicate=1.2
Cc1ccc(NC(=O)c2ccc(CNS(=O)(=O)c3cccc(C(F)(F)F)c3)cc2)cc1	-18%	0.2%	-9%	0.1%	-5.4%	10%	-1%	-21%	-0.1%
Clc1cc2c(cc1/C=N/Nc1nc(N3CCOCC3)nc(N3CCOCC3)n1)OCO2	2%	3.3%	1%	-0.3%	4.3%	-1%	-15%	6%	0.5%
Cc1ccc(S(=O)(=O)N2CCCC(C(=O)NCc3ccc4c(c3)OCO4)C2)cc1 (centres undefined)	-12%	-2.4%	6%	-0.2%	0.1%	9%	2%	7%	-1.0%
CC1(C)Cc2c(sc(NC(=O)C(=O)N3CCCCC3)c2C(=O)O)CO1	-4%	-0.6%	-17%	-0.1%	-0.7%	-26%	-4%	-6%	0.9%
CCOc1ccc(/C=N/OCC(=O)NCc2ccc3c(c2)OCO3)cc1OC	6%	0.8%	-13%	0.6%	-4.2%	10%	-3%	5%	-0.6%
CCN(CC)S(=O)(=O)c1cc(-c2nnc(-c3ccc(Br)cc3)o2)ccc1Cl	43%	-3.0%	10%	0.2%	-0.4%	9%	-3%	-4%	-0.2%
CCN(C(=O)c1cc2cc(OC)ccc2oc1=O)c1ccccc1	-6%	0.4%	2%	0.3%	-2.6%	19%	1%	23%	0.2%
Cc1cccc(-n2c(CNC(=O)COc3ccccc3)nnc2SCC(=O)Nc2nccs2)c1	0%	-1.3%	0%	-0.1%	6.8%	-18%	10%	-6%	/
Cn1c(Oc2ccc(Cl)c3cccnc23)nc2c1c(=O)n(Cc1ccccc1Cl)c(=O)n2C	17%	-1.6%	9%	1.5%	5.1%	6%	/	-6%	-0.6%
Cc1ccc(-c2nnc(N3CCOCC3)c3ccccc23)cc1S(=O)(=O)N(C)C	-4%	0.5%	?	0.6%	7.5%	-18%	4%	-8%	0.0%
O=C(CSc1ccc2nnc(-c3ccc(F)cc3)n2n1)NCc1ccco1	-17%	2.3%	0%	-0.3%	4.1%	13%	-6%	15%	0.6%
CC(=O)Nc1ccc(S(=O)(=O)NCc2nc(-c3ccccc3)no2)cc1	-8%	-0.2%	-2%	0.2%	-0.6%	-13%	1%	-15%	-0.5%
CCOC(=O)N1CCN(c2nc3ccc(C(=O)c4ccccc4)cc3n3cnnc23)CC1	-3%	-2.0%	3%	0.2%	-6.1%	43%	8%	-4%	0.3%
O=c1c([N+](=O)[O-])c[nH]c2ccccc12	18%	4.6%	-3%	-0.2%	4.5%	-47%	-5%	-8%	1.3%
CCNc1nc(NC(C)C)nc(NS(=O)(=O)c2ccc(Cl)cc2)n1	-18%	3.1%	14%	1.4%	-6.3%	-20%	3%	-1%	-0.8%	Dengue-2 NS5 capping pilot replicate=2.4
N#Cc1cccc(C#N)c1N1CCC(C#N)CC1	-24%	-0.4%	14%	1.3%	-2.2%	-16%	/	-1%	-0.1%
CS(=O)(=O)N(CC(=O)NCCSc1ccccn1)c1ccc(F)cc1	-34%	1.7%	6%	-0.3%	-1.8%	7%	-8%	4%	0.1%
CC(C)c1ccc(N)c(S(=O)(=O)O)c1	-6%	-1.0%	4%	0.2%	12%	7%	-1%	4%	-0.1%
Cc1ccc(-n2cc[nH]c2=S)c(C)c1	-27%	-1.9%	0%	-0.3%	-1.3%	-1%	/	6%	0.5%
COC(=O)Nc1ccc2c(c1)N(C(=O)CCCl)c1ccccc1S2	3%	-0.1%	1%	0.0%	10%	-110%	-3%	-9%	3.3%
O=C(CN1CCN(Cc2ccccc2)CC1)N/N=C\C=C/c1ccco1	-10%	22%	8%	0.5%	1.4%	21%	8%	-5%	-0.1%
Cc1ccccc1N1CCN(C2CCCN(C(=O)c3snnc3C)C2)CC1 (centres undefined)	-22%	-1.9%	10%	-0.1%	-3.4%	13%	-3%	-7%	-0.3%
O=C(CN(CCO)c1ccccc1)Nc1cccc(S(=O)(=O)N2CCCC2)c1	-19%	-0.9%	13%	1.1%	-2.7%	27%	-10%	0%	-0.4%
CCOc1ccc(C(=O)OC2CCCN(C)C2)cc1 (centres undefined)	-33%	-1.8%	-4%	-0.2%	3.3%	8%	0%	11%	-0.2%
CCOc1ccccc1-c1nc(-c2cc3ccc(C)cc3[nH]c2=O)no1	-10%	0.5%	2%	0.2%	-1.5%	-2%	-3%	-2%	-0.7%	Dengue-2 NS5 capping pilot replicate=-1.5
Cc1ccc(S(=O)(=O)N2CCN(c3ccc([N+](=O)[O-])c(NCCN4CCOCC4)c3)CC2)cc1	-30%	-3.4%	23%	0.0%	0.7%	-22%	-3%	15%	-0.7%
CCOC(=O)c1sc(NC(=O)c2ccccc2OCC)nc1C	-15%	-1.0%	0%	0.0%	-7.3%	-2%	1%	-8%	-1.2%
O=C(NCCSCc1ccco1)Nc1cccc(Cl)c1	-50%	0.1%	1%	-0.1%	-1.6%	53%	-8%	-4%	-1.3%
N#C/C=C1\n2c(nc3ccccc32)OC12CCCCC2	-4%	0.1%	-25%	-0.1%	4.1%	8%	-2%	-2%	-0.4%
CCC1C(=NO)C(CC)C(c2ccccc2)NC1c1ccccc1 (centres undefined)	/	0.4%	21%	0.4%	-9.8%	-11%[20 µM]	-1%	-8%	0.8%
Cc1cc(=O)oc2c1c(C)nn2-c1ccc(C(=O)OC(C)C)cc1	10%	-2.4%	6%	-0.1%	0.5%	-4%	/	17%	/
Cc1ccc(C)n1-c1ccsc1C(=O)CC#N	-30%	2.1%	14%	0.8%	-3.3%	-7%	2%	2%	0.9%
C/C(O)=C(/C#N)c1nc2ccccc2[nH]1	5%	-0.3%	-7%	-0.2%	-7.4%	1%	-7%	9%	0.3%
COc1ccc(OCc2nc(N)nc(Nc3ccc(C)cc3)n2)cc1	-20%	-2.4%	13%	-0.1%	0.2%	9%	-4%	-5%	-0.5%
COc1cc(C2C(C(=O)c3cc4ccccc4o3)=C(O)C(=O)N2CCN2CCOCC2)ccc1OCCC(C)C (centres undefined)	-26%	4.0%	-2%	0.0%	0.8%	-2%	0%	-16%	0.0%
O=C(CN1C(=O)CSc2ccccc21)N/N=C/c1ccco1	-8%	-0.7%	12%	-0.1%	-4.3%	14%	-7%	-6%	-0.1%
CCOc1ccc(N2CC(C(=O)N3CCCC3)CC2=O)cc1 (centres undefined)	-15%	0.0%	-2%	-0.1%	3.2%	-70%	-5%	10%	0.1%
Cc1ccc(-c2cc(C(=O)N/N=C/c3ccco3)n[nH]2)s1	-30%	60%	2%	-0.3%	6.0%	0%	-1%	-1%	-0.8%
CCCC(=O)N1CC(=O)Nc2ccc(C)cc2C1c1ccc(F)cc1 (centres undefined)	-17%	1.5%	-18%	0.8%	0.3%	-24%[20 µM]	-5%	-6%	-0.8%
COc1cc2c(cc1OC)/C(=C/C(=O)N1CCOCC1)NC(C)(C)C2	10%	1.3%	-10%	-0.1%	-0.9%	-4%	/	17%	0.7%
COc1ccc(C2=NS(=O)(=O)N(C)C(C(=O)NCc3cccs3)=C2)cc1OC	-18%	-1.0%	8%	0.5%	-5.3%	27%[20 µM]	-8%	-11%	-1.1%
COC(=O)COc1ccc(S(=O)(=O)Nc2ccc(C(N)=O)cc2)cc1Cl	-18%	-2.1%	-2%	0.2%	1.5%	6%	-4%	-14%	0.0%
Cc1ccc(OCCN2C(=O)C(=O)c3cccc(C)c32)cc1	3%	-0.7%	-13%	-0.2%	/	-177%[20 µM]	-8%	12%	0.9%
CCONC(=O)Nc1ccccc1	3%	0.4%	4%	-0.2%	-0.7%	10%	-1%	12%	/
CC(=O)N1CCC2(CC1)C/C(=N\NC(=S)Nc1ccccc1F)c1cc(O)ccc1O2	-26%	-3.0%	12%	0.2%	-9.8%	59%	2%	-8%	-0.9%
CCC(=O)NC1=C(Nc2ccc(N)cc2)C(=O)c2ccccc2C1=O	8%	-3.5%	-1%	-0.2%	-4.8%	21%	8%	-21%	-0.8%

Assay outcomes from PubChem BioAssay.
